RSV antiviral HEp-2: RSV antiviral activity via CPE protection, HEp-2 cells, primary 10 µM value included (AID 2391). HEp-2 cells, RSV-induced CPE inhibition; higher % means a stronger effect. one-dose CPE inhibition, % at 10 µM; IC50 in µM for titrated hits. hit rate 0.13% among 310,000; in the data active = a potency from the dose series; note: strong numbers were not always called active
SIAH1 antagonists: Siah-1 peptide-binding antagonists, primary screen, biochemical, fluorescence polarization, rhodamine-plectin, uHTS (AID 1817). E3 ubiquitin-protein ligase SIAH1 (Homo sapiens). Siah-1 / rhodamine-plectin peptide fluorescence polarization; higher % means a stronger effect. displacement, % at 20 µM, or IC50 in µM where a hit was titrated. hit rate 0.02% among 290,000;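 active = displacement of at least 50% at 20 µM, with a fluorescence ratio check between 0.3 and a set limit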;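 note: plate controls were Siah plus tracer with DMSO for no effect and tracer alone without Siah for full effect; strong numbers were not always called active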
West Nile virus CPE: West Nile virus antiviral activity, cell-based, CPE readout (AID 1621). West Nile virus-infected cells, CPE inhibition; higher % means a stronger effect. one-dose CPE inhibition, % at 10 µM; IC50 in µM for titrated hits. hit rate 0.02% among 290,000; in the data active = a potency from the dose series; note: strong numbers were not always called active
SV40 large T antigen: SV40 large T antigen inhibitors, biochemical (AID 1903). SV40 large T antigen ATPase/helicase inhibition assay; higher % means a stronger effect. one-dose inhibition, % at 20 µM; IC50 in µM for titrated hits. hit rate 0.39% among 310,000; in the data active = a potency from the dose series; note: strong numbers were not always called active
NTR1 agonist: agonists of NTR1, primary screen, imaging, U2OS cells, beta-arrestin-GFP, high content (AID 493036) | Neurotensin receptor type 1 (Homo sapiens), P30989 | NTR1-U2OS beta-arrestin-GFP spot imaging, agonist mode | activation, % at 20 µM | hit rate 0.17% among 330,000;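 active = activation at or above 40% of the spot to cytoplasm intensity ratio, with at least 20 cells analyzed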;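 note: 0% = DMSO without peptide and 100% = 100 nM NTR1 peptide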
Target sequence (P30989 whole entry, looked up): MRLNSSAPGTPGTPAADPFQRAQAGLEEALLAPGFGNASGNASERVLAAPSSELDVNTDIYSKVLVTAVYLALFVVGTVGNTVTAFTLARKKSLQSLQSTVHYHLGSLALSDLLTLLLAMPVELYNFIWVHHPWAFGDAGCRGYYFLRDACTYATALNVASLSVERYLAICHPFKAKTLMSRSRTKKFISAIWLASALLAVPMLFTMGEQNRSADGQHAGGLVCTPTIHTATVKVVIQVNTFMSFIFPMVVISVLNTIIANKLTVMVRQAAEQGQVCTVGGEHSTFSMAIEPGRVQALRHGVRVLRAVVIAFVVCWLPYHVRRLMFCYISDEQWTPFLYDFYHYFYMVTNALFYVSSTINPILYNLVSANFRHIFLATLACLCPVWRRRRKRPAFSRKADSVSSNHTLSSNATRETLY
Dengue-2 NS5 capping: Dengue-2 NS5 methyltransferase inhibitors, primary screen, biochemical, confirmation dose response (AID 588689); Genome polyprotein (Dengue virus type 2 (strain 16681-PDK53)); Dengue-2 NS5 methyltransferase capping enzyme assay, biochemical; higher % means a stronger effect; inhibition, % at 25 µM; hits with a dose series show IC50 in µM; hit rate 0.3% among 340,000; in the data active = a potency from the dose series
Rac1 GTP hydrolysis: MgcRacGAP GTPase-activating activity inhibitors, confirmation, biochemical, ADP Hunter fluorescence | Rac GTPase-activating protein 1 (Homo sapiens) | MgcRacGAP-stimulated Rac1 GTP hydrolysis, ADP Hunter fluorescence; higher % means a stronger effect; GST-tagged Rac1 F28L mutant substrate | inhibition, % at 30 µM; hits with a dose series show IC50 in µM | hit rate 0.6% among 340,000 | AID 624330, 2012;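 active = first-screen hits whose inhibition reached a set limit at any dose in the follow-up dose series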;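 note: fluorescence reports GDP produced by GAP-driven GTP hydrolysis; strong numbers were not always called active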
AID2073: inhibitors of Mint1-CaV2.2 protein interaction, biochemical, HTRF (AID 2073). Voltage-dependent N-type calcium channel subunit alpha-1B (Homo sapiens). HTRF protein-protein interaction, Mint1-CaV2.2; higher % means a stronger effect. inhibition, % at 20 µM; hits with a dose series show IC50 in µM. hit rate 0.19% among 290,000; in the data active = inhibition mostly above about 51%, no sharp cut-off; note: some results filed as inactive read as strong as hits
UTI89 phage lysis: inhibition of K1F phage lysis, E. coli UTI89, bacterial capsule biogenesis inhibitors, alamar blue (AID 488966); E. coli UTI89 K1F phage lysis, alamar blue, 2 h; higher % means a stronger effect; inhibition, % at 100 µM; hits with a dose series show IC50 in µM; hit rate 0.02% among 340,000;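 active = phage lysis inhibition, versus mean bacterial control, above a set limit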;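 note: capsule biogenesis inhibitors block K1F phage lysis so surviving cells raise fluorescence; higher fluorescence means more inhibition of phage lysis; actives were called in the ten point dose series up to 300 µM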
NTR1 agonist cell count 20 µM: recorded beside NTR1 agonist, whose call it bears; cell count; measured here: cell count, cytotoxicity flag
Dengue-2 NS5 capping pilot replicate: recorded beside Dengue-2 NS5 capping, whose call it bears; inhibition, %; measured here: pilot screen replicate inhibition
* marks the source's active call; other numbers are inactive results; nt = not tested or not shown; [ ] = dose if it differs, or a comment.

SMILES	RSV antiviral HEp-2	SIAH1 antagonists	West Nile virus CPE	SV40 large T antigen	NTR1 agonist	NTR1 agonist cell count 20 µM	Dengue-2 NS5 capping	Rac1 GTP hydrolysis	AID2073	UTI89 phage lysis	others
CC1CN(CCCCN2C(=O)c3ccccc3C2=O)CC(C)O1 (stereo unspecified)	0.1%	4.0%	0.3%	9.3%	-0.1	46	-0.8%	125µM*	6.3%	-1.4%
CCn1nc(C(=O)NNC(=O)COc2ccccc2C)c2ccccc2c1=O	1.0%	3.2%	1.1%	4.2%	0.9	56	-9.1%	1.6%	-8.4%	0.7%
O=c1[nH]nc(Cc2ccccc2)c2ccccc12	2.0%	0.7%	0.0%	-0.3%	1.2	86	-6.4%	5.9%	5.4%	0.2%
Cc1cccc(N2CC(C(=O)Nc3ccc(S(=O)(=O)Nc4nccs4)cc3)CC2=O)c1C (stereo unspecified)	1.4%	12.6%	-0.1%	9.5%	0.1	53	-2.5%	4.0%	1.9%	-0.8%
N#C/C(=C\c1ccc(OCc2ccccc2)cc1)C(=O)Nc1ccc(C(=O)O)cc1	1.6%	35.2%	-0.4%	18.9%	-0.9	46	nt	nt	18.1%	nt
C[C@H](NC(=O)Nc1cccc(Br)c1)C(=O)O	0.6%	-1.2%	-0.3%	15.2%	-0.6	72	0.6%	4.6%	7.3%	0.5%
CC(=O)N1CCOc2ccc(S(=O)(=O)Nc3ccc(C)cn3)cc21	0.5%	6.1%	0.0%	12.9%	-1.1	64	16.7%	0.8%	11.5%	0.4%
Cc1ccc(CNC(=O)C2CC(c3ccccc3[N+](=O)[O-])=NO2)cc1 (stereo unspecified)	2.1%	0.8%	-0.4%	18.5%	0.1	55	-10.0%	12.8%	-2.7%	0.8%
COCCN1C(=O)C(=O)/C(=C(/O)c2cccc(OC)c2)C1c1ccc(C)o1 (stereo unspecified)	-0.9%	-4.4%	-0.3%	1.0%	-0.3	82	4.1%	4.2%	-9.5%	6.4%
O=C(CN1C(=O)NC2(CCOc3ccccc32)C1=O)c1ccc(F)c(F)c1 (stereo unspecified)	0.3%	nt	nt	14.9%	-1.7	71	-1.4%	5.8%	nt	1.1%[50 µM]
O=C(O)c1cccc(Oc2ccc([N+](=O)[O-])cc2)c1	0.8%	-2.2%	-0.5%	-2.5%	nt	nt	-1.9%	6.9%	0.3%	0.1%
COc1ccc(/C=N/NC(=O)c2cc(-c3ccccc3)nc3ccccc23)c(OC)c1	12.3%	-5.7%	0.1%	0.5%	0.1	44	-2.0%	4.6%	31.4%	0.0%
CC(CCc1ccccc1)NC(=O)CCC(=O)N1CCC(C(=O)O)CC1 (stereo unspecified)	1.0%	11.2%	-0.5%	-3.5%	0.8	56	-2.7%	6.0%	15.9%	0.2%
Cc1ccc(SCc2ccc(C(=O)Nc3nccs3)o2)cc1	6.9%	-3.4%	0.1%	2.6%	5.2	60	0.6%	6.5%	9.3%	0.0%
CCC(c1nnnn1CCOC)N1CCN(Cc2ccccc2)CC1 (stereo unspecified)	1.5%	0.0%	0.1%	4.4%	-0.1	36	11.0%	0.6%	8.4%	-0.1%
CCCCCCn1c(N2CCCC2)nc2c1c(=O)n(C)c(=O)n2C	13.8%	1.2%	-1.7%	5.7%	4.8	62	0.0%	10.8%	11.2%	0.9%
CCn1c(CNC(=O)c2ccccc2Br)nnc1SCC(=O)Nc1nncs1	1.4%	-0.3%	0.9%	6.8%	-1.5	54	0.0%	4.0%	14.7%	-0.6%
FC(F)(F)c1cccc(Cn2nnnc2-c2ccc(Cl)cc2)c1	2.0%	-3.5%	-1.3%	4.3%	1.2	79	-1.4%	5.0%	11.6%	1.2%
O=C(CCC(=O)OCC(=O)c1ccc(C(F)(F)F)cc1)OCC(=O)c1ccc(C(F)(F)F)cc1	4.4%	-1.1%	0.0%	9.6%	-1.1	40	nt	nt	2.4%	nt
O=C1CC(c2ccccc2)SC(N(c2ccccc2)c2ccccc2)=N1 (stereo unspecified)	2.2%	1.8%	-0.6%	18.1%	0.6	66	3.6%	1.8%	-8.0%	0.2%
CCn1cc(CN2CCc3c([nH]c4ccccc34)C2c2ccc(F)c(OC)c2)c(C)n1 (stereo unspecified)	10.1%	1.5%	-1.3%	-0.6%	2.4	44	-1.6%	5.3%	12.4%	0.2%
CC(NC(=O)[C@H](C)NC(=O)[C@@H]1CSC2c3ccccc3C(=O)N21)c1ccccc1 (stereo partly specified)	2.2%	2.2%	-0.9%	8.3%	-0.4	69	2.6%	5.3%	4.7%	0.4%
O=C(NC(=S)Nc1ncccn1)c1ccccc1Br	1.3%	1.2%	0.1%	7.1%	-0.7	47	-7.3%	11.8%	-13.2%	0.3%
CC(C)CCNC(=O)[C@@H](NC(=O)c1c(F)cccc1F)C(C)C	-0.2%	-0.1%	-0.2%	9.9%	-1.0	49	-4.6%	4.3%	-0.1%	0.3%
O=C(c1cccc(Cl)c1)N1CCN(Cc2ccccc2F)CC1	2.2%	1.7%	-0.4%	0.6%	-0.4	52	-4.8%	14.7%	-9.2%	-0.7%

New compounds follow
SMILES	RSV antiviral HEp-2	SIAH1 antagonists	West Nile virus CPE	SV40 large T antigen	NTR1 agonist	NTR1 agonist cell count 20 µM	Dengue-2 NS5 capping	Rac1 GTP hydrolysis	AID2073	UTI89 phage lysis	others
Cc1ccc(S(=O)(=O)N(C)CC(=O)Oc2ccc(-c3nnco3)cc2)cc1	-1.4%	nt	nt	26.2%	-1.0	55	-2.2%	8.1%	nt	-0.2%[50 µM]
COc1ccc(N2CCN(CC(O)COc3c(OC)cccc3OC)CC2)cc1 (stereo unspecified)	-0.6%	-3.2%	-0.6%	2.3%	-0.5	81	-4.2%	13.7%	-0.8%	4.1%[50 µM]
Cc1cccc([C@@H]2[C@@H]3C(=O)N(Cc4ccccc4)C(=O)[C@@H]3[C@]3(CC(C)C)C(=O)N(c4cccc(Cl)c4)C(=O)N23)c1	0.4%	1.3%	-1.4%	9.1%	2.8	42	5.0%	5.1%	14.0%	4.2%
Cc1ccc2[nH]c(=O)c(CN(CC3CCCO3)S(=O)(=O)c3cccc4nsnc34)cc2c1 (stereo unspecified)	0.5%	-1.2%	0.1%	-5.7%	2.8	47	-6.4%	6.4%	2.3%	-1.8%
NS(=O)(=O)c1ccc(-c2ccc(/C=C3\SC(=S)N(C4CCS(=O)(=O)C4)C3=O)o2)cc1 (stereo unspecified)	4.9%	0.0%	0.0%	36.0%	-0.3	69	-50.3%	15.3%	15.2%	-0.1%
COc1ccc(OC)c(NC(=O)CSc2nc(N)c(-c3ccccc3)c(=O)[nH]2)c1	1.0%	-1.0%	-0.1%	7.8%	-1.2	39	1.1%	11.3%	-1.4%	0.6%
CCn1c(Cc2ccccc2)nnc1SCC(=O)NC1CCCC1	-1.3%	6.8%	0.0%	2.6%	-1.1	29	-8.7%	2.0%	10.3%	-0.3%
CCc1nnc(NC(=O)CSc2nc3ccccc3s2)s1	6.0%	1.6%	-0.3%	9.6%	-1.3	47	-0.8%	5.5%	0.7%	-0.2%
COc1ccc(N2CCN(C(=O)CSc3ccccc3)CC2)cc1	1.2%	0.4%	-0.5%	20.8%	1.0	50	-6.3%	17.2%	0.3%	0.2%
COc1nc(C)cc(C)c1S(=O)(=O)c1ccccc1C	4.2%	1.0%	0.1%	1.9%	-1.6	95	-6.5%	1.8%	17.7%	0.0%
COc1ccc(NS(=O)(=O)c2cccc(C(=O)OCC(=O)Nc3cc(C)on3)c2)cc1	0.6%	-0.5%	-0.2%	-2.0%	2.9	52	-0.8%	4.5%	-3.8%	-2.3%
CC1(C)OC(=O)C(=NNc2ccc(Cl)cc2)C(=O)O1	-0.1%	-2.9%	-0.1%	13.3%	-0.6	74	-2.1%	8.6%	1.5%	0.3%	Dengue-2 NS5 capping pilot replicate=-1.5
COc1ccccc1OCCn1nnc2ccccc21	3.8%	-0.3%	-0.6%	25.7%	-0.1	64	-1.2%	6.0%	4.4%	2.0%
CC(C)Nc1nc(-c2ccccc2)nnc1-c1ccccc1	-0.1%	15.1%	-1.0%	13.1%	4.7	36	-58.0%	4.2%	-5.1%	0.4%
CCN(CC)C(=O)COc1ccc(/C(C)=N/NC(=O)c2ccccc2-n2cccc2)cc1	2.1%	11.5%	-0.1%	15.4%	0.3	63	0.0%	7.6%	6.5%	0.2%
CC1CCN(S(=O)(=O)c2ccc3c(c2)oc(=O)n3C)CC1	0.8%	0.3%	0.4%	-3.1%	0.8	62	-4.5%	11.4%	12.9%	0.1%
COC(=O)/C=C1\SC(=NC(=O)c2ccc(C)cc2)NC1=O	-0.9%	-12.7%	-0.6%	12.2%	1.5	36	1.6%	0.2%	-1.9%	-1.7%
O=C(CCN1C(=O)/C(=C/c2ccccc2)SC1=S)N1CCCCCC1	-1.5%	-3.7%	1.9%	2.3%	25.9	50	7.1%	0.0%	-3.0%	0.1%
COCCN(C(=O)CSc1nc2ccc(OC)cc2[nH]1)c1c(N)n(Cc2ccccc2)c(=O)[nH]c1=O	-1.6%	nt	nt	15.7%	-0.6	77	3.6%	-4.5%	nt	1.0%[50 µM]

Already shown: 2 of the compounds above.
SMILES	RSV antiviral HEp-2	SIAH1 antagonists	West Nile virus CPE	SV40 large T antigen	NTR1 agonist	NTR1 agonist cell count 20 µM	Dengue-2 NS5 capping	Rac1 GTP hydrolysis	AID2073	UTI89 phage lysis	others
O=C(CCN1C(=O)/C(=C/c2ccccc2)SC1=S)N1CCCCCC1	-1.5%	-3.7%	1.9%	2.3%	25.9	50	7.1%	0.0%	-3.0%	0.1%
COCCN(C(=O)CSc1nc2ccc(OC)cc2[nH]1)c1c(N)n(Cc2ccccc2)c(=O)[nH]c1=O	-1.6%	nt	nt	15.7%	-0.6	77	3.6%	-4.5%	nt	1.0%[50 µM]

Structures from the list above containing an NH in an aromatic ring:
SMILES	RSV antiviral HEp-2	SIAH1 antagonists	West Nile virus CPE	SV40 large T antigen	NTR1 agonist	NTR1 agonist cell count 20 µM	Dengue-2 NS5 capping	Rac1 GTP hydrolysis	AID2073	UTI89 phage lysis	others
O=c1[nH]nc(Cc2ccccc2)c2ccccc12	2.0%	0.7%	0.0%	-0.3%	1.2	86	-6.4%	5.9%	5.4%	0.2%
CCn1cc(CN2CCc3c([nH]c4ccccc34)C2c2ccc(F)c(OC)c2)c(C)n1 (stereo unspecified)	10.1%	1.5%	-1.3%	-0.6%	2.4	44	-1.6%	5.3%	12.4%	0.2%
Cc1ccc2[nH]c(=O)c(CN(CC3CCCO3)S(=O)(=O)c3cccc4nsnc34)cc2c1 (stereo unspecified)	0.5%	-1.2%	0.1%	-5.7%	2.8	47	-6.4%	6.4%	2.3%	-1.8%
COc1ccc(OC)c(NC(=O)CSc2nc(N)c(-c3ccccc3)c(=O)[nH]2)c1	1.0%	-1.0%	-0.1%	7.8%	-1.2	39	1.1%	11.3%	-1.4%	0.6%
COCCN(C(=O)CSc1nc2ccc(OC)cc2[nH]1)c1c(N)n(Cc2ccccc2)c(=O)[nH]c1=O	-1.6%	nt	nt	15.7%	-0.6	77	3.6%	-4.5%	nt	1.0%[50 µM]
